Bioassay records as filed in PubChem BioAssay.
KB-3-1 cytotox – KB-3-1 parental cell cytotoxicity; KB-3-1 viability, CellTiter-Glo ATP luminescence, 72 h; Potency, µM (series often up to 46.1 µM), for the others: top-dose activity change, negative = cytotoxic, usual class: cytotoxic; 400,000 tested, 1.4% active; also: potency is read from the fitted curve at half-maximal effect; % is scaled to controls: 0 for no effect and ±100 for the full control effect; nearly all actives have a fitted effect of over 60% in size
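Luminescent ATP read-out (CellTiter-Glo) measures survival of drug-naive KB-3-1 cells after 72 h compound exposure at 37 °C. Titration series was screened from lowest to highest concentration, with DMSO vehicle plates as background controls.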
HT1080-NT tox – kills 2HG-producing HT-1080-NT fibrosarcoma cells | HT-1080-NT fibrosarcoma viability, CellTiter-Glo ATP luminescence, 48 h | Potency, µM (series often up to 46.1 µM), without a hit: at the highest dose activity, negative = less viability, most hits filed as cytotoxic | 360,000 tested, 1.6% active | AID 686970;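 also: NT is the 2HG producing partner of a matched IDH1 knockdown line; potency is read from the fitted curve at half-maximal effect; 0% = DMSO-treated cells and -100% = media-only wells without cells; nearly all actives have a fitted effect of over 55% in size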
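Viability by CellTiter-Glo luminescence after 48 h compound exposure at 37C of HT-1080-NT cells (750/well, RPMI, 5% FBS). % activity scaled between DMSO wells and medium-only wells, then curve-fitted and categorized by curve class.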
SW480 rereplic – induces DNA re-replication in SW480 colon adenocarcinoma cells; 340,000 tested, 1.8% active; SW480 DNA re-replication, Hoechst DNA content imaging, 48 h; AID 624297; Potency, µM (series often up to 46.1 µM), for the others: top-dose re-replication activation, most hits filed as activators; also: potency is read from the fitted curve at half-maximal effect; % of control where 0% means no effect; nearly all actives have a fitted effect of over 55% in size
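Per well, 250 cells were exposed to pinned compound for 48 hr. Nuclear DNA was visualised with Hoechst (40 min, 37 C) and total object intensity recorded by fluorescence scanning.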
HT1080 IDH1KD tx – toxicity to HT-1080 IDH1 knockdown cells (counter line); 360,000 tested, 2% active; HT-1080 IDH1 knockdown viability, ATP luminescence, 48 h; AID 686971; Potency, µM (highest dose often 46.1 µM), without a hit: at the top dose activity, negative = toxicity, actives largely listed as cytotoxic;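 also: potency is read from the fitted curve at half-maximal effect; 0% = DMSO wells and -100% = cell-free medium wells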
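After a 2 h attachment period, IDH1KD HT-1080 cells took pin-transferred compound for 48 h at 37 °C; ATP-based luminescence after 10 min room-temperature reagent incubation reported viability.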
MCF10A rereplic – DNA re-replication induction in MCF 10a cells; MCF 10A DNA re-replication, Hoechst nuclear intensity, 48 h; Potency, µM (titrated, usually from 46.1 µM), inactives show top-dose activity, positive = re-replication, usual class: activators; AID 624296; 350,000 tested, 2.9% active; also: potency is read from the fitted curve at half-maximal effect; % of control where 0% means no effect; nearly all actives have a fitted effect of over 50% in size
HepG2 tox – kills HepG2 cells in TGF-b inhibitor counter-screen | 410,000 tested, 0.76% active | Potency, µM (top dose mostly 46.1 µM), for the others: at the top dose activity change, negative = cytotoxicity, actives largely listed as cytotoxic | AID 588856 | HepG2 CAGA-GFP viability, ATP luminescence, 18 h; also: potency is read from the fitted curve at half-maximal effect; some results filed as inactive show a strong effect at the top dose
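CellTiter-Glo luminescence gave cytotoxicity after 18 hours at 37 degrees C. The cells were HepG2 CAGA-GFP in 1% FBS DMEM, stimulated with 500 pg/mL TGF-beta after compound addition. %Activity was normalised to no-cell wells (complete cell-killing) and DMSO (no toxicity), and curves were fitted and classified.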
IL1B secr inh – inflammasome signaling inhibition, IL-1 beta readout. THP-1 LPS/ATP IL-1B secretion, AlphaLISA, 16 h; stronger effect = lower value. activity change, % at 57.5 µM. 360,000 tested, 4.7% active. AID 743279; in the data active = activity change below about -50%; inconclusive = mostly about -30% to -49%; also: % is scaled to controls: 0 for no effect and ±100 for the full control effect
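Secreted IL-1B measured by AlphaLISA bead assay after 16 h compound exposure of THP-1 cells; compounds (final up to 57.5 uM) added 1 h before LPS (250 ng/mL) and ATP (1.25 mM) stimulation; lower signal means less secretion.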
S2 tox – cell viability loss in ATXN counter-screen; S2 cells (HEK-293 line with an ATXN2-luciferase reporter) viability, CellTiter-Fluor protease fluorescence, 24 h; Potency, µM (highest dose often 56.7 µM), actives largely listed as cytotoxic; 400,000 tested, 0.49% active; also: potency is read from the fitted curve at half-maximal effect; nearly all actives have a fitted effect of over 40% in size
ATXN2 expr inh – reduces ATXN2 reporter expression in HEK-293 cells | Potency, µM (highest dose often 57 µM), for inactives: at the top dose activity change, negative = inhibition, actives largely listed as inhibitors | HEK-293 ATXN2-luciferase reporter, luminescence, 24 h | 360,000 tested, 0.72% active; also: potency is read from the fitted curve at half-maximal effect; % is scaled to controls: 0 for no effect and ±100 for the full control effect; nearly all actives have a fitted effect of over 55% in size
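qHTS (up to 57 uM final) was run with 24 h compound exposure of reporter cells at 37 °C. Each well was multiplexed: SteadyGlo luminescence measured ATXN2-luciferase expression after a fluorogenic Gly-Phe-AFC viability readout (25 uM final).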
The depositor's hits bear a star; i = inactive; ? = inconclusive; / = not tested or not shown; & = joins results of further samples; [ ] = dose if it differs, or a comment. Unless noted, calls follow the shape of the dose curve; as a rule, active = well fitted curve in the direction sought with a large enough effect; inconclusive = small, poorly fitted or top-dose-only effect, or another doubt; inactive = no such curve, though single readings can be large; an effect the other way counts as inactive or inconclusive.

SMILES | KB-3-1 cytotox | HT1080-NT tox | SW480 rereplic | HT1080 IDH1KD tx | MCF10A rereplic | HepG2 tox | IL1B secr inh | S2 tox | ATXN2 expr inh
COc1cccc(NC(=O)COC(=O)CNC(=O)C2CCCCC2)c1 | 8% | 10% | -10% | 2% | -4% | -1% | 6 | i | 8%
COc1ccc(CC(=O)n2[nH]c(=O)cc(C)c2=O)cc1OC | 9% | 0% | 223% | -3% | 3% | -11% | / | i | 26%
COC(=O)N/N=C/c1ccccc1OCc1ccccc1 | 2% | 4% | 0% | 5% | 14% | -13% | -14 | i | 6%
COc1ccc(CC(=O)NNC(=O)c2ccc(SCc3cc(F)ccc3F)c([N+](=O)[O-])c2)cc1 | -5% | ? | 0% | ? | 1% | -38% | 0 | i | -16%
CCn1c(SCC(=O)Nc2cc(C)ccc2C)nnc1-c1cnccn1 | 3% | 15% | -2% | -2% | -96%[0.0737 µM] | -3% | -6 | i | -9%
CCc1nn(CC(=O)NCc2ccccc2Cl)c(=O)c2cccn12 | ? | 2% | 29% | 13% | 1% | -9%&-4% | 36 | ? | 15%&5%
OC(COc1ccccc1)CSc1ncn[nH]1 (configuration not stated) | -5% | 12% | -3% | -2% | -15% | -1% | 27 | i | 19%
O=C1c2cccc(OCC(=O)N3N=C(c4cccs4)CC3c3ccc(F)cc3)c2CCN1Cc1cccnc1 (configuration not stated) | 0% | -22% | / | -30% | ? | -19% | -6 | ? | ?
O=C(O)CN1C(=O)CC(Cc2ccc(Cl)cc2)C1=O (configuration not stated) | -15% | -4% | 2% | 8% | 3% | -2% | -1 | i | -5%
CCc1noc(C)c1C(=O)OCC(=O)c1ccc(NC(=O)CC(C)C)cc1 | -7% | 1% | / | -12% | / | -5% | 2 | i | /
Cn1cc(CN2CCCC(CNS(=O)(=O)c3cccc4cccnc34)C2)cn1 (configuration not stated) | / | 0% | 15% | 8% | 27% | -6% | -2 | i | -4%
CC1(C)OC(=CC=Nc2ccc(Cl)cc2)OC1(C)C | 8% | -23% | ? | -3% | ? | -18% | 9 | ? | -14%
CCCCOC(=O)C1=C(C)NC(=O)NC1c1ccc(N(C)C)cc1 (configuration not stated) | 2% | 6% | -3% | 6% | -3% | -6% | 3 | i | /
COc1ccc(OC)c(C2NC(=O)NC(C)=C2C(=O)OCc2ccccc2)c1 (configuration not stated) | -3% | 2% | -6% | -4% | 9% | -17% | -8 | i | /
O=C(Nc1ccc(NC(=O)C23CC4CC(CC(C4)C2)C3)cc1)c1cc(F)c(F)cc1Cl | 5% | 11% | 4% | 21% | 2% | 16% | 3 | i | 7%[11.3 µM]
COc1ccc(CC(=O)N2CCC(Nc3nc4ccccc4n3Cc3ccc(F)cc3)CC2)cc1 | 7% | ? | 6%[9.22 µM] | ? | 28% | -29% | ? | i | -6%
O=C(Cn1ncc2c3ccccc3n(Cc3ccccc3)c2c1=O)NCc1ccco1 | -14% | 0% | 6% | 6% | 19% | -15% | 8 | i | /
O=C(COc1coc(CN2CCc3ccccc3C2)cc1=O)Nc1cccc(F)c1 | 0% | -8% | 0% | -6% | 16% | -1% | 13 | i | -1%
O=C(Cn1c(=O)n(CCc2ccccc2)c(=O)c2c3c(sc21)CCCC3)Nc1ccc(F)c(F)c1 | 10% | / | / | / | / | 7% | / | i | 11%
Cc1ccc(CNC(=O)CN(Cc2ccccc2)S(C)(=O)=O)cc1 | 6% | 7% | -3% | 3% | 1% | -19% | 3 | i | -11%

As a short view, two of the compounds above.
SMILES | KB-3-1 cytotox | HT1080-NT tox | SW480 rereplic | HT1080 IDH1KD tx | MCF10A rereplic | HepG2 tox | IL1B secr inh | S2 tox | ATXN2 expr inh
COc1ccc(CC(=O)N2CCC(Nc3nc4ccccc4n3Cc3ccc(F)cc3)CC2)cc1 | 7% | ? | 6%[9.22 µM] | ? | 28% | -29% | ? | i | -6%
O=C(Cn1ncc2c3ccccc3n(Cc3ccccc3)c2c1=O)NCc1ccco1 | -14% | 0% | 6% | 6% | 19% | -15% | 8 | i | /

Remaining list, next part:
SMILES | KB-3-1 cytotox | HT1080-NT tox | SW480 rereplic | HT1080 IDH1KD tx | MCF10A rereplic | HepG2 tox | IL1B secr inh | S2 tox | ATXN2 expr inh
CC(C)(C)c1ccc(C(=O)/C=C2\NC(=O)CS2)cc1 | ? | -20% | 1% | -21% | ? | 2% | -23 | i | 129%[activator]
Cc1cc(/C=N/NC(=O)CC2(C)OCCO2)c(C)n1-c1ccc(Cl)c(Cl)c1 | ? | -13% | -7% | -28% | 3% | -23% | 18 | i | ?
Cc1ccc(S(=O)(=O)NC2CC2)cc1[N+](=O)[O-] | 0% | 1% | ? | 4% | -14% | 1% | -11 | i | 2%
Cc1cc(C)n2c(SCC(C)C)nnc2n1 | -3% | -11% | -8% | 1% | -8% | -2% | 0 | i | 20%
Cc1onc(-c2c(F)cccc2Cl)c1C(=O)N1C=CC(C(F)(F)Cl)=NCC1 | -12% | 5% | -7% | -1% | -3% | -79% | 2 | i | 3%
c1c2c(cc3sc(N4CCCCC4)nc13)OCCO2 | -8% | -19% | -3% | -25% | -33%[inhibitor] | -29% | -9 | i | 7.9µM*
COc1cc(Cn2nnc3ccccc32)cc(Br)c1O | -4% | -4% | -21% | -16% | 20% | 1% | 34 | i | /
CC(/C=C/c1ccccc1)=N\Nc1nc2c(c(=O)[nH]c(=O)n2C)n1CCO | 0% | -1% | -8% | 0% | -6% | -3% | 0 | i | -5%
O=C(CCCC(=O)NC1CCCCC1)Nc1ccc([N+](=O)[O-])cc1 | -8% | -3% | 3% | 0% | 9% | -74% | -1 | i | /
Cc1cc(NS(=O)(=O)c2ccc(NC(=O)c3ccc([N+](=O)[O-])c(Cl)c3)cc2)no1 | 15% | -10% | 3% | -9% | 4% | -21% | 9 | i | -16%
CCCN(C(=O)CSc1nc2ccccc2n1CC)C1CCS(=O)(=O)C1 (configuration not stated) | -2% | -3% | -19% | 6% | 2% | -3% | 5 | i | -7%
Cc1ccc(N2C(=S)SC3CS(=O)(=O)CC32)cc1 (configuration not stated) | 25% | 0% | -9% | -2% | 14% | 10% | -10 | i | 2%
Cc1ccc(OC(=O)CSc2nnc(CNC(=O)c3ccccc3)o2)cc1 | 5% | / | / | / | / | -1% | / | i | -3%
COCCNC(=O)c1ccc(N2CC3CC(C2)c2cccc(=O)n2C3)c(NC(=O)c2ccc(Br)o2)c1 (configuration not stated) | 13% | 0% | 3% | -1% | 1% | -6% | -13 | i | 0%
COc1ccccc1NC(=O)c1cc(S(=O)(=O)N(C)C2CCCCC2)ccc1F | 1% | / | / | / | / | 2% | / | ? | -8%
CCN1CCN(Cc2c(C(=O)N/N=C(\C)c3ccc(Cl)cc3)nnn2-c2nonc2N)CC1 | 5% | -4% | ? | 1% | 0% | 14% | 6 | i | -5%
O=C(/C=C/c1ccncc1)c1ccc(NC(=O)c2ccccc2F)cc1 | ? | 7.3µM* | 4.1µM* | 9.2µM* | 3.7µM* | 5µM* | -104* | ? | -14%
CC1CN(c2ccccc2)CCN1Cc1nc(Cc2ccccc2)no1 (configuration not stated) | -2% | -4% | -8% | -2% | 6% | -6% | 17 | i | 22%
Cc1ccc(-n2ccnc(NCCc3ccccc3)c2=O)cc1C | -11% | / | / | / | / | -11% | / | i | 5%
C=CCSc1nc(-c2ccccc2)c2cc(Cl)ccc2n1 | 2% | 10% | 20% | 3% | ? | -7% | -1 | i | -13%
CNc1ccccc1C(C)(C)c1ccn[nH]1 | -11% | 9% | 9% | 17% | 6% | 3% | 23 | i | -4%
CC(C)C[C@H]1CN(CCCC[C@H]2CNC(=O)C(=O)N2Cc2ccccc2)C(=O)C(=O)N1CCc1ccccc1 | 12% | 12% | / | 13% | / | / | -6 | i | 8%
COC(=O)c1cn(CC(=O)Nc2ccccc2C)c2ccccc12 | 0% | -3% | -7% | -3% | 1% | -15% | -3 | ? | /
c1cncc(-c2nc(NCCCN3CCOCC3)c3c4c(sc3n2)CCC4)c1 | ? | 18µM* | 3% | ? | 10% | -2% | -129* | i | /
Cc1oc2c(O)c(O)ccc2c(=O)c1-c1cnn(-c2ccccc2)c1 | -22% | ? | ? | ? | 20% | -17% | 84 | i | 3%
N#Cc1c(NC(=O)CSc2nc(-c3ccco3)cc(C(F)(F)F)n2)sc2c1CCCC2 | -3% | ? | 1% | ? | ? | 6% | -1 | i | -6%
Cc1ccc(/C=C2\SC(=S)N(/N=C/c3cc([N+](=O)[O-])ccc3O)C2=O)o1 | 15% | 0% | -4% | -4% | 7% | -4% | 0 | ? | -2%
CCCn1c(Nc2ccc(Cl)cc2)nc2ccccc21 | 15% | 10% | -10% | 7% | 12% | -5% | -4 | i | 8%
CCC(CC)C(=O)N1CCc2cc(OC)c(OC)cc2C1COc1ccccc1OC (configuration not stated) | 4% | / | / | / | / | -23% | / | i | -6%
CC1CN(CCOCCOc2ccccc2-c2ccccc2)CC(C)O1 (configuration not stated) | -4% | -10% | -7% | -7% | 2% | -18% | 13 | i | /
CC(C)CNC(=O)CN(c1ccccc1)S(=O)(=O)c1ccccc1[N+](=O)[O-] | 10% | 16% | 4% | -3% | -11% | -3% | 10 | i | 28%
COc1cc(/C=N/NC(=O)Cc2csc(C)n2)ccc1OCC(C)C | 11% | 5% | -1% | 0% | -13% | 3% | 34 | i | 9%
CCOc1ccccc1NC(=O)C(OC(=O)C1CC1)c1ccccc1 (configuration not stated) | 5% | 2% | 6% | -2% | -3% | -14% | 19 | i | -6%
Cc1nc(N2CCN(Cc3ccc4c(c3)OCO4)CC2)c2oc3ccccc3c2n1 | ? | ? | ? | ? | 12µM* | -15% | ? | i | ?
Cc1nc(N)nc(Nc2ccc(C#N)cc2)c1Br | -27% | 0% | 116% | -2% | -3% | -7% | -5 | i | -22%
COc1ccc(N2CCN(C(=O)C3CCN(C(=O)c4ccccc4Cl)CC3)CC2)cc1 | 12% | 0% | -17% | 5% | 14% | 0% | 34 | i | -9%
